Compound activity (PubChem)
SKN-1 block: inhibitors of C. elegans SKN-1. C. elegans VP596 Pgst-4::GFP/RFP ratio, acrylamide-induced, 24 h. inhibition, % at 21.8 µM. 360,000 tested, 0.49% active. AID 624304;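 active means interference check ratio from 0.5 to 1.5 plus GFP to RFP signal ratio inhibition reaching or exceeding a fixed threshold, cut at about 30% in these data, passing the limit was not always enough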; further: some compounds called inactive have numbers as strong as hits
TbMetRS inhib: Trypanosoma brucei MetRS inhibition | purified T. brucei MetRS, ATP depletion, Kinase-Glo luminescence | inhibition, % at 11.9 µM | 360,000 tested, 0.4% active;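 active means inhibition above a per-plate cutoff of the control wells' mean inhibition plus 3 SD, cut at about 5.5% in these data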;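 further: 0% = DMSO wells median and 100% = median of wells with control inhibitor compound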
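Test system: purified T. brucei MetRS enzyme. Also added: ATP, methionine and E. coli bulk tRNA substrates. Compound: 11.9 µM single point. Schedule: 15 min enzyme-compound preincubation, 2 h reaction, 10 min detection, 25 °C. Signal: luciferase luminescence of residual ATP, Kinase-Glo. Evaluation: percent inhibition versus plate control medians. Controls: DMSO wells, low control.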
MsrA act: bovine methionine sulfoxide reductase A activation; AID 602163; 360,000 tested, 0.3% active; activation, % at 10.6 µM; purified bovine MsrA, absorbance read-out; in the data active means activation above about 7.5%;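 further: 0% = vehicle and 100% = reference activator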
MLLE-PAM2 inh: inhibitors of microRNA-mediated deadenylation, human PABP1 MLLE binding; GST-MLLE / FITC-PAM2 fluorescence polarization; inhibition, % at 20 µM; 360,000 tested, 0.36% active; AID 588489; in the data active means inhibition above about 35%, passing the limit was not always enough;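 further: plate controls were DMSO wells with GST-MLLE for no effect and wells lacking GST-MLLE protein for full effect; some results filed as inactive read as strong as hits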
FAS TE block: inhibitors of human fatty acid synthase thioesterase domain; P49327; recombinant FAS-TE, OMFH fluorogenic substrate, fluorescence endpoint; inhibition, % at 15 µM; 360,000 tested, 0.67% active; AID 602261;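 active means compounds whose normalised, plate-corrected inhibition of enzyme fluorescence in the single-dose primary screen is 50% or more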;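 further: 0% = DMSO with enzyme and 100% = substrate without enzyme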
CendR NRP1 mod: alters CendR peptide binding to human NRP-1; AID 602438; 360,000 tested, 0.85% active; inhibition, % at 25 µM; FAM-RPARPAR peptide binding to NRP-1, fluorescence polarization; O14786;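 active means inhibition or corrected inhibition above about 18%, plus a signal ratio from 0.5 to 1.5, limit read from the data, passing the limit was not always enough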; further: strong numbers were not always called active
MsrA inh: inhibitors of bovine MsrA; purified bovine MsrA, absorbance read-out; 360,000 tested, 0.75% active; inhibition, % at 15.5 µM; in the data active means inhibition above about 4.5%;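 further: 0% = vehicle wells with enzyme and 100% = reference inhibitor wells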
eLon inh: E. coli protease La inhibition. purified E. coli Lon protease, fluorescence polarization. inhibition, % at 7.94 µM. 360,000 tested, 0.42% active. AID 602123; in the data active means inhibition above about 13%, passing the limit was not always enough;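 further: 0% = enzyme with probe and DMSO and 100% = no enzyme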
Target sequence (P0A9M0 whole entry, looked up): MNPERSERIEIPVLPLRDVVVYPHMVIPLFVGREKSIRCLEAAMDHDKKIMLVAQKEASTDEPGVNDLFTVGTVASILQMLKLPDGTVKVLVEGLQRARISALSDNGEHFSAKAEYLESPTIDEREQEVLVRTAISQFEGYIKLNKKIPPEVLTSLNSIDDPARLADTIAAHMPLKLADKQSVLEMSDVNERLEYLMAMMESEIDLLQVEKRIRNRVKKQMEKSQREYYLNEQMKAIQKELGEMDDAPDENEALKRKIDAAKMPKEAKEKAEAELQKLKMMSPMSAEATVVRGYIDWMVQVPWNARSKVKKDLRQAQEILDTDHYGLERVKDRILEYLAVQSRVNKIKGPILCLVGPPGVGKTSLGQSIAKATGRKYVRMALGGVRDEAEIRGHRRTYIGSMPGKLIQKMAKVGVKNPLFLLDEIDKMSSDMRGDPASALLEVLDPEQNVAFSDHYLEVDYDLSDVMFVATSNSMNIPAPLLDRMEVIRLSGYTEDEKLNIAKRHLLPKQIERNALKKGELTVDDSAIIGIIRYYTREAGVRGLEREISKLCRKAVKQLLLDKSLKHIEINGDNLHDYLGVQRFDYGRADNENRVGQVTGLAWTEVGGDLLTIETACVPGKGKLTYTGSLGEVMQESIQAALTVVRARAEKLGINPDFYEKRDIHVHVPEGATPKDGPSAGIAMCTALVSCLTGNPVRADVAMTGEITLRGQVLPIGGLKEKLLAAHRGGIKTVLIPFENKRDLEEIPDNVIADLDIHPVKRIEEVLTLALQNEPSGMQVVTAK
MT1-MMP act inh: inhibitors of human MT1-MMP activation; P50281; HT1080 RFP-PRO-GFP cells, GFP/RFP ratio fluorescence, overnight; percent of plate control window, DMSO zero; GFP/RFP ratio change, % at 20 µM; 360,000 tested, 0.061% active; AID 651647;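 active means GFP/RFP ratio change of at least 30% with cell ATP level not reduced by more than half and red fluorescence within 50% of control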; further: strong numbers were not always called active
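Compound: 20 µM single dose, 1% DMSO / System: HT1080 RFP-PRO-GFP cells / Controls: DMSO and RFP-L50D-GFP cell wells / Read-out basis: GFP/RFP fluorescence ratio / Schedule: overnight compound exposure at 37 °C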
Starred values were filed as active, the others as inactive.

SMILES	SKN-1 block	TbMetRS inhib	MsrA act	MLLE-PAM2 inh	FAS TE block	CendR NRP1 mod	MsrA inh	eLon inh	MT1-MMP act inh
CC(C)(C)CC(=O)NC(=S)Nc1ccccc1C(F)(F)F	5	-0.5	-3	28	10	8	1.5	-10	-7
C/C(=N\NC(=O)c1ccc(F)cc1)c1ccc(N2CCOCC2)cc1	13	-0.1	-3	-7	-9	-4	2.0	-5	6
Cc1ccc(C(=O)O)cc1N1C(=O)c2cccc3cc(Br)cc(c23)C1=O	-5	-0.2	-1	5	-3	11	1.7	1	-1
O=C(CN1CCN(c2ccccc2F)CC1)c1ccc(O)cc1O	-12	-0.3	-5	-2	1	-8	2.2	-3	3
O=C(CSc1cccc[n+]1[O-])N1CCCCCC1	12	-0.4	-5	-30	-2	-10	-0.6	-6	-2
COc1ccc2c(c1)CCCN2C(N)=O	3	-0.2	1	-1	-7	-5	-0.2	-9	-3
Cc1csc(NC(=O)C(F)(F)F)n1	18	-0.4	-2	0	-7	8	-1.5	-13	5
COc1cc(NC(=O)c2cc([N+](=O)[O-])ccc2NC(=O)CNC2CCCCC2)cc(OC)c1	5	-0.1	0	-3	38	-7	1.1	-11	-2
CCOCCCNC(=O)c1ccc(CN2CCc3ccccc3C2)cc1	6	-0.2	0	2	-1	11	-0.7	-6	2
O=C(CSc1nc2[nH]c(=O)cc(O)c2s1)Nc1cccc(Br)c1	-17	0.3	-4	-2	-3	-12	0.8	-6	-1
Cc1cc(=O)oc2cc(OCC(=O)N3CCCC3)ccc12	6	-0.5	-11	-1	-4	4	1.7	-10	1
O=S(=O)(N/N=C/c1ccc2c(c1)OCCO2)c1ccccc1	28	0.3	-2	-51	-5	-7	0.4	-7	2
Cc1cc(C)c(C#N)c(Sc2nnnn2-c2ccccc2)n1	-5	0.3	1	0	4	2	-0.6	1	3
CCC(C)[C@H](NC(=O)N1CCn2c1nc1ccccc12)C(=O)NCc1ccccc1 (some centres undefined)	11	0.0	0	-3	11	11	-1.2	7	1
O=C(/C=C/c1cccnc1)c1cccc(O)c1	6	0.2	-7	9	0	2	0.5	-11	-5
CNS(=O)(=O)c1ccc(NC(=O)c2cnn3c(C(F)F)cc(-c4ccccc4)nc23)cc1	8	-0.9	-4	8	7	-1	-0.4	-11	-3
COc1ccc(OC)c(NC(=O)NC2CCCc3ccccc32)c1 (centres undefined)	8	-0.7	-13	9	0	8	-0.4	-13	-2
C=CCN1CCN(Cc2cnc(Cl)s2)CC1	-4	-1.5	-7	-1	-12	11	0.0	-3	2
CC1(C)CC2(C)OC(=N)C1(C#N)C2(C#N)C#N (centres undefined)	12	0.0	-2	20	1	2	0.1	12	-1
CCN(CC)c1ccc(NC(=O)c2cccc(C)c2OC)c(C)c1	3	-1.1	-4	-17	10	8	-0.5	-2	3
C=CCC[C@H](Cc1ccc(F)cc1)C(=O)OC[C@H](Cc1c[nH]c2ccccc12)NC(=O)[C@H](CC=C)CC(=O)N(CCO)Cc1ccccc1	4	-0.1	3	-3	20	-1	0.1	1	-22
Cc1ccccc1C(=O)Nn1cnnc1	-2	0.4	0	7	-6	8	0.3	7	-1
CC(C)n1ncc2c(C(=O)N3CCN(Cc4ccc(Cl)s4)CC3)cc(C3CC3)nc21	9	-0.2	-2	-2	27	0	-1.4	-5	-4
NC(=O)CSc1nc2cc([N+](=O)[O-])ccc2n1-c1cccc(C(F)(F)F)c1	14	0.6	-3	-19	18	10	0.6	-3	-1
CCNCCNC(=O)c1c(O)c2ccccc2n(CC)c1=O	-3	-1.2	-9	-5	-5	1	0.1	-13	1
CC(c1ccccc1)C1CC(=O)N(Cc2ccccc2)C1=O (centres undefined)	3	-0.3	-1	7	3	-7	0.1	-12	1
CC(=O)c1cccc(NC(=O)CSc2nc(C3CC3)nc3ccccc23)c1	13	-0.1	-1	0	4	-1	-0.8	-2	-5
Cc1ccc(NC(=O)CSc2nnc(C(F)(F)F)n2C)cc1[N+](=O)[O-]	5	0.6	-4	10	2	-8	0.8	-5	2
COCCN1C(=O)N[C@@H](c2cccs2)C(C(C)=O)=C1C	9	0.5	-1	-16	-7	11	-0.7	8	2
CC(c1ccco1)N(C(=O)C12CC3CC(CC(C)(C3)C1)C2)c1ccccn1 (centres undefined)	16	-0.4	-12	2	9	-4	0.4	-1	-2
CCOc1ncccc1C(=O)N1CCCSC1=Nc1ccc(C(C)=O)cc1	0	3.1	-4	-7	0	-7	-0.3	10	-3
COC(=O)c1cccc(C(=O)N2CCC(CO)(CCc3ccccc3)CC2)c1	-1	-0.2	-4	-5	3	6	-0.7	-12	3
COc1ccc(CC2(CO)CCN(S(=O)(=O)c3cccc4cccnc34)CC2)cc1	2	-0.3	-2	8	0	-4	-0.8	0	-3
Cc1ccc(S(=O)(=O)N2CCOCC2)cc1NC(=O)CN(C)CC(=O)Nc1cccc(F)c1	-2	0.0	-2	-7	-8	0	1.9	-8	4
O=C(Nc1ccccc1-c1ccccc1)c1cnccn1	-5	-0.6	-1	-6	-2	12	-0.2	-5	4
COc1ccc(CNC(=O)CCCSc2ccccc2)cc1	-6	0.0	-2	0	3	4	-0.6	0	0
Cc1occc1-c1nnc(SC(C)C(=O)Nc2ccccc2F)o1 (centres undefined)	-3	-0.5	-2	1	-6	15	0.3	-9	2
Cc1cc(F)ccc1S(=O)(=O)Nc1ncnc2sccc12	-1	-0.2	-7	3	-4	-7	2.2	2	-3
Cc1cccc(C)c1OCC(=O)OCC(=O)c1ccc2c(c1)NC(=O)CO2	31	-0.1	-5	-10	8	13	-0.4	-3	-4
Cc1ccc(C)c(NC(=O)c2oc(=O)c3ccccc3c2-c2ccccc2)c1	8	0.6	-3	-2	46	6	2.2	-6	-4
N/C(Cc1ccc([N+](=O)[O-])cc1)=N\OC(=O)c1ccco1	5	-0.5	-2	-3	1	7	1.1	0	-2
CCNC(=S)Nc1cccc(S(=O)(=O)NC2=NCCC2)c1	3	-0.1	-6	30	-5	-3	-1.2	2	3
COc1ccc(/C=N/NC(=O)c2cccc(Br)c2)cc1CN1CCOCC1	-6	0.6	-2	-5	0	12	0.1	-6	-2
CC(=O)Nc1ccc(S(=O)(=O)Nc2ccc(C(=O)NCC(=O)O)cc2)cc1	4	0.7	-2	23	-2	-1	0.3	-7	-1
O=C(CN1C(=O)NC2(CCCC2)C1=O)Nc1ccc(S(=O)(=O)N2CCOCC2)cc1	6	-0.1	-1	11	0	0	0.9	0	-1
CC(C)N1CCc2[nH]c(=S)[nH]c(=O)c2C1	1	-0.1	-3	39	-9	7	0.6	-3	-2
CC(O)C(=O)N/N=C/c1ccccc1C(=O)O (centres undefined)	7	0.0	-2	3	-1	0	1.5	3	-4
Cc1ccc(O)c(CNc2nc3ccccc3[nH]2)c1	-14	73*	-1	-47	-6	-2	0.2	-13	20
CN(C(=O)CCN1C(=O)c2ccccc2C1=O)c1ccccc1	11	1.2	-2	-3	-8	0	-0.9	3	-2
COCCN=C1Sc2nc3ccc(C)cc3cc2CN1Cc1ccco1	-7	0.5	-2	10	-8	-10	0.0	-4	-2
CCOC(=O)CC(C#N)c1cn(C)c2ccccc12 (centres undefined)	7	-0.5	3	-14	0	-15	-0.5	3	-4
COc1ccccc1NC(=O)c1ccc(NS(=O)(=O)c2c(C)noc2C)cc1	-2	-0.2	-4	1	-9	-2	0.5	-3	3
O=C(/C=C/c1ccc(F)cc1)Nc1ccc(S(=O)(=O)Nc2ncccn2)cc1	14	-0.2	-8	-8	-3	-48	0.9	-10	0
Cc1ccc(C(=O)O)cc1Nc1ncnc2sc3c(c12)CCC3	0	-0.7	-3	-5	-2	0	-0.5	-2	-1
COCCCNC(=O)c1ccc(CNS(=O)(=O)c2ccc(NC(C)=O)cc2)cc1	20	0.3	-2	0	0	7	-0.4	-1	10
CCOC(=O)c1sc(NC(=O)C2CSC3(C)CCC(=O)N23)nc1C (centres undefined)	9	-0.3	-5	4	-6	0	2.4	5	-2
CN(C)C(=O)CSc1cnc2ccccc2n1	4	-0.6	-3	3	-12	-3	2.2	4	6
COc1ccccc1NS(=O)(=O)c1ccc(O)c(C(=O)OCc2cccc([N+](=O)[O-])c2)c1	12	-0.3	-3	-4	23	8	2.7	13	1
CCOc1ccccc1NC(=O)C(=O)NCC1CCCN1CC (centres undefined)	13	0.8	-2	-7	-8	-1	-0.2	-1	0
O=C(O)/C=C/C(=O)NNc1ncnc2ccccc12	-5	-0.8	-8	5	-7	-12	2.0	0	1

More records:
SMILES	SKN-1 block	TbMetRS inhib	MsrA act	MLLE-PAM2 inh	FAS TE block	CendR NRP1 mod	MsrA inh	eLon inh	MT1-MMP act inh
CCOc1ccc(NC(=O)c2cc(S(=O)(=O)N3CCOCC3)cs2)cc1	10	0.5	-2	2	-2	2	0.3	-3	2
CC(=O)OC1c2ccccc2C(=O)N1Cc1ccccc1 (centres undefined)	-7	-1.0	-4	7	-2	4	0.1	1	-1
COc1ccc(C(=O)Nc2sc3c(c2C(=O)O)CC(C)(C)OC3)cc1	-8	1.1	-3	-1	-4	1	0.9	-1	-5
COc1ccc(OC)c(NC(=O)CSc2nnnn2-c2ccccc2F)c1	2	-0.2	0	9	9	0	0.5	-6	0
COc1cccc(/C=C/C(=O)OCC(=O)N2CCN(c3ccccc3)CC2)c1	-3	-0.4	-1	5	7	6	-0.5	-3	3
O=C(Nc1ccccc1C(=O)OCC(=O)c1c[nH]c2ccccc12)c1ccco1	9	2.0	-2	-9	14	8	0.7	-18	0
CCOc1ccc(N(CC)S(=O)(=O)c2ccc3c(c2)n(C)c(=O)c(=O)n3C)cc1	1	-1.2	-9	6	-3	-1	0.1	-5	1
Cn1c(COc2cccc3cccnc23)nnc1SCC(=O)O	8	1.7	0	15	-7	12	-0.7	0	0
O=C(NNc1ccccc1Br)C(O)(c1cccc(C(F)(F)F)c1)c1cccc(C(F)(F)F)c1	-5	-0.7	-5	5	26	5	1.3	5	-54
Cn1cccc1/C=C1/SC(=S)N(CC(=O)O)C1=O	14	0.2	-4	-121	-9	-150	0.5	-192	-3
COC(=O)COc1ccc(S(=O)(=O)NCCC2=CCCCC2)cc1C	-9	-0.4	-1	-4	10	-11	0.2	7	2
CC(=O)Nc1ccc(NC(=O)CSc2nnc(C3CC3)n2C)cc1	6	-0.3	-2	-10	-8	2	0.5	0	4
O=C(O)C(Cc1ccccc1N(CCO)CCO)N1C(=O)c2ccccc2C1=O (centres undefined)	-7	0.1	-4	-5	-10	3	-1.2	-1	-4

Reformatted field by field: part of the list above
canonical_smiles: O=C(Nc1ccccc1C(=O)OCC(=O)c1c[nH]c2ccccc12)c1ccco1
- SKN-1 block: 9
- TbMetRS inhib: 2.0
- MsrA act: -2
- MLLE-PAM2 inh: -9
- FAS TE block: 14
- CendR NRP1 mod: 8
- MsrA inh: 0.7
- eLon inh: -18
- MT1-MMP act inh: 0

canonical_smiles: COc1ccc(OC)c(NC(=O)CSc2nnnn2-c2ccccc2F)c1
- SKN-1 block: 2
- TbMetRS inhib: -0.2
- MsrA act: 0
- MLLE-PAM2 inh: 9
- FAS TE block: 9
- CendR NRP1 mod: 0
- MsrA inh: 0.5
- eLon inh: -6
- MT1-MMP act inh: 0

canonical_smiles: CCOc1ccc(N(CC)S(=O)(=O)c2ccc3c(c2)n(C)c(=O)c(=O)n3C)cc1
- SKN-1 block: 1
- TbMetRS inhib: -1.2
- MsrA act: -9
- MLLE-PAM2 inh: 6
- FAS TE block: -3
- CendR NRP1 mod: -1
- MsrA inh: 0.1
- eLon inh: -5
- MT1-MMP act inh: 1
